NR2E3 ag-1 – agonists of human NR2E3 nuclear receptor | inhibition of corepressor binding, % at 3.98 µM | AID 602229 | hit rate 0.35% among 360,000 | CHO-S Gal4-NCOR/VP16-NR2E3 two-hybrid, luciferase;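 active = inhibition above the mean of all tested compounds plus 3 SD, cut at about 70% in these data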;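 note: 0% = DMSO with NR2E3 transfected cells and 100% = cells lacking NR2E3 construct; higher means lower luciferase signal from less NR2E3 corepressor binding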
Cardio protect – protects H9c2 cardiomyocytes from peroxide injury; protection from H2O2 cell death, % at 20 µM; hit rate 0.63% among 360,000; H2O2 injury protection, ATPLite, 2 h;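 active = compounds giving at least 50% protection of heart cells from peroxide-induced death in the single-dose screen, raw or plate-pattern-corrected value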;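 note: 0% = DMSO wells with peroxide and 100% = DMSO wells without peroxide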
Peg3 prom inh – inhibitors of Peg3 promoter. inhibition, % at 20 µM. hit rate 1.7% among 360,000. HeLa PEG-Prom luciferase reporter, luminescence, overnight;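 active = inhibition of at least 50% at 20 µM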
Shn3 3UTR inh – inhibitors of Schnurri-3 3'UTR reporter in osteoblasts | inhibition, % at 12.5 µM | hit rate 0.52% among 360,000 | Clone20 osteoblast Shn3 3'UTR firefly luciferase, 24 h;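 active = mean inhibition of at least 75% with every replicate also reaching 75%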;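 note: 0% = median of neutral control wells and 100% = pilot-screen positive control compound; some compounds past the cut are filed as inactive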
m5-HT2A agonist – activates the mouse 5-HT2A serotonin receptor | activation, % at 7.6 µM | CHO-K1 mHTR2A beta-arrestin complementation, luminescence; percent of 30 µM serotonin response | hit rate 0.66% among 360,000 | P35363;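 active = activation above a run cutoff, the mean activation of all tested compounds plus 3 SD, cut at about 14% in these data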;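 note: 0% = plate median of compound wells and 100% = 30 µM serotonin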
Target sequence (P35363 whole entry, looked up): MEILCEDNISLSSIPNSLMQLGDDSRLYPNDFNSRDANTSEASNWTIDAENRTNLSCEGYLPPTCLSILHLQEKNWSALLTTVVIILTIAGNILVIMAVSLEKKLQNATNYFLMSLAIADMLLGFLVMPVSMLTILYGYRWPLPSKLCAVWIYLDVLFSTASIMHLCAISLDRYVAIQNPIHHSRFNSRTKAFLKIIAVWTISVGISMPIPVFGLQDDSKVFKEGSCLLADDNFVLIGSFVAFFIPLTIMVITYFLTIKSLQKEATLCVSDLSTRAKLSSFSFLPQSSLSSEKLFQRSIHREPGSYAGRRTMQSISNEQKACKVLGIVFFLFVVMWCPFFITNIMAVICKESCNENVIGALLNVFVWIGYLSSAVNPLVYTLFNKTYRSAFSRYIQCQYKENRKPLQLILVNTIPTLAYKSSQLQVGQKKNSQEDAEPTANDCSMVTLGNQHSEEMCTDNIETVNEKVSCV
HIF-2a block – blocks HIF-2a reporter activity; 786-0 RCC cells HIF-2a reporter, luciferase luminescence, overnight; inhibition, % at 18.8 µM; hit rate 0.72% among 360,000;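 active = inhibition of the luminescence signal of 40% or more relative to plate controls, in a single-dose primary screen at 18.75 µM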
PDI inh – inhibitors of human protein disulfide isomerase; PDI insulin aggregation turbidity, A650, 90 min; inhibition, % at 10 µM; hit rate 0.052% among 350,000;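 active = mean inhibition across replicates of 30% or more, whatever share of single replicates reach that level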;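 note: absorbance from insulin aggregation driven by PDI reduction with DTT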
Target sequence (P07237 whole entry, looked up): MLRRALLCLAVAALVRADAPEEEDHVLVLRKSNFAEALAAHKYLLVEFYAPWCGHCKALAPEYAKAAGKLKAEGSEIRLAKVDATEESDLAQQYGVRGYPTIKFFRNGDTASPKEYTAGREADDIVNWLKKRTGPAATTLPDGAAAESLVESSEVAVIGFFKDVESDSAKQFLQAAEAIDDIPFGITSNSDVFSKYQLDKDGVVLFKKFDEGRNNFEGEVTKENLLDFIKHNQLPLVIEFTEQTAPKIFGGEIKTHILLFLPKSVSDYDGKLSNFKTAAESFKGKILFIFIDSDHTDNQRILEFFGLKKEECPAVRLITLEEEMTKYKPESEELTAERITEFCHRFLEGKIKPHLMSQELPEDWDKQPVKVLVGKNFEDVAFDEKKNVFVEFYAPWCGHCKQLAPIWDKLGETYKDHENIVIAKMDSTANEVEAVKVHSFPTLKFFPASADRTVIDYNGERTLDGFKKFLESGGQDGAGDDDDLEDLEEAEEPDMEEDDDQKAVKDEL
hiPSC survival – hiPSC single-cell survival enhancement | survival enhancement, % at 20 µM | AID 602274 | ATPlite luminescence; 100% = ROCK inhibitor wells, 0% = DMSO | hit rate 0.044% among 360,000; in the data active = survival enhancement above about 18%;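 note: cells exposed to compounds for 16 hours before the ATP read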
MITF TRPM1 inh – MITF TRPM1 promoter inhibition in SK-MEL-5 cells. AID 488899. hit rate 0.83% among 330,000. inhibition, % at 12.5 µM. SK-MEL-5 TRPM1 promoter luciferase, 24 h;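 active = mean inhibition across replicates of 60% or more, whatever share of single replicates reaches that level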; note: values of inactives mirror those of a sister screen read the other way
CaV13 ICDI inh – Disruptors of the CACNA1D IQ motif to Ca2+-dependent inactivation inhibitor domain association, primary screening, Förster resonance energy transfer in intact living …; hit rate 0.098% among 340,000; HEK cells, CFP/YFP FRET ICDI-IQ, plate reader, 10 min; percent FRET-ratio fall versus neutral wells; inhibition, % at 12.3 µM; AID 743397;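 active = mean replicate inhibition of at least 30% and at least 1% of replicates passing that level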;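 note: 0% = median of the neutral control wells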
NR2E3 ag-2 – NR2E3 (human) agonism | Q9Y5X4 | GST-NR2E3/biotin-RetCOR TR-FRET, 1536-well | inhibition of corepressor binding, % at 4.78 µM | hit rate 0.12% among 320,000 | AID 2300;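 active = percent inhibition above the cutoff of mean plus 3 SD of all tested compounds, set per screening campaign, cut at about 20% in these data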;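 note: 0% = DMSO wells and 100% = biotin wells as full block of FRET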
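Assay system: NR2E3–RetCOR corepressor complex. Quantity: 1.35 nM GST-NR2E3. Buffer or medium: pH 7.5 Tris-based buffer. Reagent: biotinylated RetCOR corepressor at 7 nM final. Schedule: 5 h at 4 °C. Detection: TR-FRET, emission read at 617 and 671 nm. Replicates: one well per compound, singlicate testing.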
* hit, by the source's call; nt = no result given.

SMILES	NR2E3 ag-1	Cardio protect	Peg3 prom inh	Shn3 3UTR inh	m5-HT2A agonist	HIF-2a block	PDI inh	hiPSC survival	MITF TRPM1 inh	CaV13 ICDI inh	NR2E3 ag-2
Cc1nc2c(-c3ccccc3)cnn2c(N)c1-c1ccccc1	74*	-21	40	16	0	32	10	-1.0	6	-19	nt
O=C1NC2(CCc3ccccc32)C(=O)N1CCOc1ccc(Cl)cc1 (configuration not stated)	4	1	19	-21	-7	22	-5	-2.6	1	-3	2
CCCCc1cc(=O)oc2cc(C)cc(OC(C)C(=O)O)c12 (configuration not stated)	0	7	3	-4	0	13	1	7.5	0	-5	5
O=C1c2ccccc2[C@@H]2C[C@@H](O)[C@H](Nc3cccc(C(F)(F)F)c3)CCN12	-16	-5	-4	3	2	10	0	0.5	-5	-10	nt
CCOC(=O)c1cnc(SC2CC(=O)N(c3ccc(C)cc3)C2=O)nc1N (configuration not stated)	7	8	15	-2	1	10	0	0.7	2	-6	3
Cc1ccccc1C(=O)N1CCC(C(=O)Nc2cccc(F)c2)CC1	-3	-6	16	0	-5	19	-4	-0.3	11	nt	2
COc1cc(C#N)ccc1OCC(=O)Nc1cccc(S(=O)(=O)N2CCCC2)c1	-3	6	11	nt	-5	6	-3	0.3	-2	-6	0
CCOC(=O)c1cc2cc(F)ccc2nc1C	-2	-15	-5	-4	-3	2	6	2.4	-7	nt	0
COc1ccccc1N1CCN(CC(=O)Nc2ccc3c(c2)OCCO3)CC1	-17	0	-9	11	-3	19	4	-0.1	-10	-4	2
O=C(CSc1nncs1)Nc1ccc2[nH]c(=O)[nH]c2c1	-24	4	-15	-5	-1	6	-4	-0.3	9	-6	2
COc1ccc(-c2c3c(=O)n(C)c(=O)n(C)c3cn2-c2ccccc2)cc1	-23	13	-4	-8	-2	9	2	-2.8	-4	-5	2
COC(=O)c1cc2c(ccc3ccccc32)oc1=O	-7	-3	-21	-5	-3	2	-4	-0.7	-3	-5	8
C(#Cc1ccccc1)CN1CCOCC1	-28	0	-9	-3	2	2	0	3.6	2	-2	4
CCOC(=O)C1=C(CC)Nc2ccccc2N=C1NC(=O)c1oc2ccccc2c1C	-14	32	64*	57	-6	5	-1	-0.5	23	-5	-3
CCN(CC(=O)Nc1ccccc1C(=O)Nc1ccccc1)Cc1nc2ccccc2c(=O)[nH]1	11	7	2	-1	2	17	-1	0.5	6	2	-3
O=C(N/N=C/c1ccc(OC(=O)c2ccccc2Cl)cc1)c1ccccn1	-67	-1	-157	-13	-1	-140	-7	-0.5	-93	nt	0
COc1ccc(CN(C(=O)c2snc(C(N)=O)c2N)C(C(=O)NC2CCCC2)c2ccc(OC)cc2)cc1 (configuration not stated)	-8	3	3	1	-8	-1	12	-0.7	0	-3	2
CCOC(=O)c1sc(NC(=O)c2ccc(Cl)s2)cc1C	-76	-6	-249	-61	-3	-297	-5	-3.2	-70	-5	3
COc1ccc(C=C(C(=O)c2ccccc2)c2ccccc2)cc1	-9	-10	32	13	-6	-21	nt	1.0	nt	-5	nt
COc1ccccc1N(CC(=O)NCCSc1ccc(Cl)cc1)S(C)(=O)=O	-11	-5	3	-13	-4	7	4	0.8	8	-7	0
O=C(NC1CC1)C1CC(=O)N(c2cccc(Cl)c2)C1 (configuration not stated)	-10	7	8	-1	-1	9	8	0.2	-1	nt	-1
CCc1ccc(C(=O)NC(CCSC)C(=O)OC)cc1 (configuration not stated)	-64	-2	-13	-10	-2	-14	-3	-0.9	4	-3	-1
CCOc1ccc(CC(=O)NCCS(=O)(=O)N2CCN(c3ccccc3)CC2)cc1	11	-12	4	25	2	7	4	-0.3	8	-5	0
CCOCCCNC(=O)C(NC(=O)CNC(=O)c1ccccc1)c1ccc(C)cc1 (configuration not stated)	-1	0	2	-19	-6	2	-5	0.7	-3	-4	1
Cc1ccc(C(=O)OCC(=O)NCc2ccc(F)cc2)o1	16	14	-4	-11	-4	0	-8	-0.2	1	-2	2
CCCCn1c(=O)cc(N2CCOCC2)[nH]c1=O	4	13	0	-18	2	2	nt	3.3	10	-3	0
CCOC(=O)C1=C(C)NC(=S)NC1c1ccc(OCC(=O)N2CCCCCC2)cc1 (configuration not stated)	-26	6	18	9	0	9	11	-0.3	7	-3	-2
CCOc1ccc(S(=O)(=O)Nc2ccc(C(=O)NN)cc2)cc1	-11	-8	-5	0	0	12	4	0.8	6	0	5
Cc1ccc(Cl)c(NC(=O)CN2C(=O)C(C)N(c3ccc(F)cc3)C2=O)c1Cl (configuration not stated)	-2	1	-4	0	-5	9	-2	0.5	nt	-14	nt
CC(=O)c1cccc(NC(=O)COC(=O)c2n[nH]c3ccccc23)c1	-15	5	-43	4	-6	-43	-3	0.5	-7	-7	-3
Cc1ccc(NC(=O)COC(=O)CNC(=O)C2CCCCC2)c(Br)c1	1	-5	-17	-5	6	-6	-1	2.1	-2	-4	2
O=S(=O)(Cc1ncc(C(F)(F)F)cc1Cl)c1ccccc1	-26	2	-38	4	0	-58	9	-0.5	1	nt	3
CSc1ncccc1C(=O)Nc1ccc(C)cn1	-10	2	-31	-12	2	-45	7	0.4	-20	-2	5
CCOCCCNC(=O)c1ccc(CS(=O)(=O)Cc2cccc(C)c2)o1	1	-4	11	15	0	-3	-3	-0.5	3	-4	3
COc1ccc(/C=C\C(=O)NCc2ccc3[nH]c(C)cc3c2)cc1OC	-16	-2	-4	3	-6	-38	nt	-0.8	nt	-3	0
Cc1onc(-c2ccccc2Cl)c1C(=O)N(Cc1ccccc1)C(C)C	-6	2	14	5	-7	12	6	-0.8	-7	-18	-1
CC(=O)Nc1ccc(SCC(=O)OCC(=O)NC(=O)NC2CCCC2)cc1	-14	14	2	6	3	-1	-4	0.7	3	-5	-1
O=S(=O)(CCSc1nc2ccccc2o1)Cc1ccccc1	9	3	7	10	-2	-13	1	1.1	4	-9	-1
Cc1cccc(Nc2nnc(SCC(=O)Nc3cccnc3Cl)s2)c1	5	-8	-62	-12	3	-55	-3	-1.2	-4	-7	2
COc1ccc(CNC(=O)CN(C)S(=O)(=O)c2ccc(Cl)cc2)cc1	5	4	6	16	-4	12	-2	-1.3	-3	-1	0
COCCn1nnnc1C(c1ccc2ncccc2c1)N1CCc2ccccc21 (configuration not stated)	-16	0	6	0	3	19	0	1.8	12	-9	1
CCNC(=S)NNC(=O)c1cc(-c2cccnc2)nc2ccccc12	-8	-4	-8	-5	5	-9	0	0.1	2	-7	5
Cc1noc(NS(=O)(=O)c2ccc(NC(=O)c3cc(S(=O)(=O)Nc4ccc(F)cc4)ccc3Cl)cc2)c1C	28	4	4	-4	2	9	26	4.0	8	-3	nt
Cc1cccc(C)c1NC(=O)NC1(C(=O)NCCN2CCOCC2)CCCCC1	13	4	5	0	-1	10	1	-0.3	14	-2	0
O=[N+]([O-])c1ccc(N/N=C/c2sc(N3CCOCC3)nc2-c2ccccc2)c(S(=O)(=O)Nc2ccc(Cl)cc2)c1	14	-19	54*	91*	2	1	-8	0.4	72*	-105	nt
COCCn1c(=O)[nH]c2cc(C(=O)NCCN3CCN(c4ccc(OC)cc4)CC3)ccc2c1=O	-6	4	13	9	-15	-5	1	-4.1	7	-4	2
COc1ccc(N2C(=O)/C(=C\c3ccco3)N=C2SCC(=O)NC(C)C)cc1Cl	-5	10	15	-3	-2	7	2	-0.9	8	-5	-1
CC(Sc1nn(-c2ccc(F)cc2)c(=S)s1)C(=O)c1c(N)n(C)c(=O)n(C)c1=O (configuration not stated)	-20	-11	8	-19	-4	-3	6	-0.5	-19	-15	-3
CCCNS(=O)(=O)c1ccc(CCC(=O)N2CCCCC2)cc1	-8	-7	2	-22	-1	3	-3	1.4	4	-6	1
O=C(O)C1CC=CCC1C(=O)NCCCCc1ccccc1 (configuration not stated)	8	0	14	4	-3	15	-1	0.7	-7	3	4
COc1cc(O)c(C(CC(=O)N2CCOCC2)c2cc(OC)c(OC)c(OC)c2)c(OC)c1 (configuration not stated)	-18	20	2	5	-4	1	-1	0.4	0	-5	nt
COc1ccc(-n2ccc(=O)c(C(=O)Nc3ccc(S(=O)(=O)Nc4nccs4)cc3)n2)cc1	-15	8	-9	8	2	1	2	-0.5	0	-7	6
CCC(=O)O/N=C(\N)c1ccc(Oc2cc(C)c(Cl)c(C)c2)c([N+](=O)[O-])c1	-16	-9	9	22	-8	13	0	-0.1	6	-4	0
CCc1ccc(N2CC(C(=O)OCC(=O)Nc3ccccc3C)CC2=O)cc1 (configuration not stated)	-22	-10	15	-2	-3	5	-4	0.9	-7	-2	3
CSc1ccccc1NC(=O)COC(=O)Cn1cc(C(F)(F)F)ccc1=O	-15	2	3	-24	2	1	-4	1.1	5	-6	1
COC(=O)N/N=C/c1cn(CCOc2ccc(OC)cc2)c2ccccc12	-17	3	6	15	7	-4	3	0.0	-27	-18	-1
Cc1cc(N2CCOCC2)n2nc(C(F)(F)F)c(-c3ccccc3)c2n1	14	-2	21	12	-1	11	7	-0.5	0	-4	nt
Cc1ccc(NC(=O)CCc2nc3ccccc3[nH]2)cc1C	-14	0	5	-9	-5	-20	6	-0.3	-4	-6	-6
Cc1ccc(-n2ccc(=O)c(C(=O)Nc3ccc(S(=O)(=O)Nc4nccs4)cc3)n2)cc1	-28	1	5	-11	-1	12	-3	-0.1	7	-7	-1
C(#Cc1ccc(C#CCN2CCCC2)cc1)CN1CCCC1	0	-10	-16	-1	3	-12	21	1.2	-4	nt	nt

Already shown: entries from further up.
SMILES	NR2E3 ag-1	Cardio protect	Peg3 prom inh	Shn3 3UTR inh	m5-HT2A agonist	HIF-2a block	PDI inh	hiPSC survival	MITF TRPM1 inh	CaV13 ICDI inh	NR2E3 ag-2
Cc1ccc(-n2ccc(=O)c(C(=O)Nc3ccc(S(=O)(=O)Nc4nccs4)cc3)n2)cc1	-28	1	5	-11	-1	12	-3	-0.1	7	-7	-1
C(#Cc1ccc(C#CCN2CCCC2)cc1)CN1CCCC1	0	-10	-16	-1	3	-12	21	1.2	-4	nt	nt

(more compounds)
SMILES	NR2E3 ag-1	Cardio protect	Peg3 prom inh	Shn3 3UTR inh	m5-HT2A agonist	HIF-2a block	PDI inh	hiPSC survival	MITF TRPM1 inh	CaV13 ICDI inh	NR2E3 ag-2
FC(F)(F)c1nnc2c(Sc3ccccc3)nc3ccc(Cl)cc3n12	0	-10	62*	5	0	34	-5	-5.4	82*	-3	-2
C/C(CC(=O)Nc1c(Cl)cccc1C(F)(F)F)=N\NC(=O)c1cnccn1	-4	4	-17	-11	-1	-1	nt	-2.7	-4	-2	2
CC(NC(=O)c1cccc(S(=O)(=O)N(C)C)c1)C1CC2CCC1C2 (configuration not stated)	-9	3	13	-1	-3	11	-9	0.3	-2	-3	5
Cc1ccccc1NC(=O)c1nn(-c2ccc(F)c(F)c2)ccc1=O	5	3	-12	-10	-2	-14	-1	0.2	-8	-4	3
O=C1NC[C@H](Cc2ccccc2)N(CC2CCCCC2)C1=O	-22	12	-15	-37	-7	10	2	-2.5	-7	-4	0

Compound activity from PubChem.
